TWEAK Fn14 block: inhibitors of TWEAK-Fn14 interaction signaling | TWEAK-stimulated Fn14 reporter cells, luciferase luminescence, 8 h | inhibition, % at 10 µM | hit rate 2% among 360,000 | AID 1159606; in the data active = inhibition above about 50%
NCOA3 inh: inhibitors of human steroid receptor coactivator 3 (SRC3); AID 588352; HEK293 GAL4-SRC3 luciferase reporter, luminescence; hit rate 0.17% among 360,000; inhibition, % at 3.6 µM;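 active = inhibition above a per-campaign cutoff, the mean of all compounds plus 3 SD, cut at about 60% in these data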;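 also: 0% = DMSO-treated cells and 100% = gossypol-treated cells at 36 µM; higher means less SRC3-driven luciferase light from the GAL4 reporter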
KKLEB cytotox: reduces viability of KKLEB cystic fibrosis airway cells | activity change (cytotoxicity), % at 5 µM | AID 602141 | hit rate 0.36% among 360,000 | KKLEB CF airway cells viability, ATPlite luminescence, overnight; hits give low values; cells stimulated with P. aeruginosa culture filtrate;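 active = corrected activity change at or below -50% at 5 µM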
C8 TRAIL sens: sensitizes caspase-8 expressing cells to TRAIL | hit rate 1% among 360,000 | NB7+C8 cells + TRAIL, ATPlite viability luminescence | inhibition (viability loss, TRAIL sensitization), % at 10 µM;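 active = compounds causing at least 50% loss of cell viability in the single-dose screen, relative to plate controls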
CF NFkB inh: blocks PAF-induced NF-kB reporter in cystic fibrosis cells. inhibition, % at 5 µM. AID 588850. KKLEB NF-kB-GFP reporter, GFP fluorescence overnight. hit rate 0.86% among 360,000;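 active = at least 50% inhibition at 5 µM, scaled per plate between neutral and stimulator controls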;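 also: PAF is a Pseudomonas aeruginosa culture filtrate used as stimulus; plate controls were PAF-stimulated DMSO wells for no effect and unstimulated DMSO wells for full effect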
LRH-1 inv ag: inverse agonists of human LRH-1 (NR5A2); inhibition, % at 3.6 µM; O00482; HEK293T StAR-luciferase reporter, LRH-1 transfected, 24 h; hit rate 0.13% among 360,000;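 active = inhibition above the mean inhibition of all tested compounds plus 3 SD, cut at about 73% in these data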;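 also: 0% = DMSO wells and 100% = reporter-only cells lacking LRH-1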
NCOA1 inh: inhibits human SRC1 coactivator; Q15788; HEK293 GAL4-SRC1 luciferase reporter, luminescence; inhibition, % at 3.6 µM; hit rate 0.12% among 360,000; AID 588354;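 active = inhibition above the campaign mean plus 3 SD, with each screening campaign given its own cutoff, cut at about 60% in these data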;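 also: 0% = DMSO treated cells and 100% = gossypol at 36 µM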
Target sequence (Q15788 whole entry, looked up, the tested form may be a part): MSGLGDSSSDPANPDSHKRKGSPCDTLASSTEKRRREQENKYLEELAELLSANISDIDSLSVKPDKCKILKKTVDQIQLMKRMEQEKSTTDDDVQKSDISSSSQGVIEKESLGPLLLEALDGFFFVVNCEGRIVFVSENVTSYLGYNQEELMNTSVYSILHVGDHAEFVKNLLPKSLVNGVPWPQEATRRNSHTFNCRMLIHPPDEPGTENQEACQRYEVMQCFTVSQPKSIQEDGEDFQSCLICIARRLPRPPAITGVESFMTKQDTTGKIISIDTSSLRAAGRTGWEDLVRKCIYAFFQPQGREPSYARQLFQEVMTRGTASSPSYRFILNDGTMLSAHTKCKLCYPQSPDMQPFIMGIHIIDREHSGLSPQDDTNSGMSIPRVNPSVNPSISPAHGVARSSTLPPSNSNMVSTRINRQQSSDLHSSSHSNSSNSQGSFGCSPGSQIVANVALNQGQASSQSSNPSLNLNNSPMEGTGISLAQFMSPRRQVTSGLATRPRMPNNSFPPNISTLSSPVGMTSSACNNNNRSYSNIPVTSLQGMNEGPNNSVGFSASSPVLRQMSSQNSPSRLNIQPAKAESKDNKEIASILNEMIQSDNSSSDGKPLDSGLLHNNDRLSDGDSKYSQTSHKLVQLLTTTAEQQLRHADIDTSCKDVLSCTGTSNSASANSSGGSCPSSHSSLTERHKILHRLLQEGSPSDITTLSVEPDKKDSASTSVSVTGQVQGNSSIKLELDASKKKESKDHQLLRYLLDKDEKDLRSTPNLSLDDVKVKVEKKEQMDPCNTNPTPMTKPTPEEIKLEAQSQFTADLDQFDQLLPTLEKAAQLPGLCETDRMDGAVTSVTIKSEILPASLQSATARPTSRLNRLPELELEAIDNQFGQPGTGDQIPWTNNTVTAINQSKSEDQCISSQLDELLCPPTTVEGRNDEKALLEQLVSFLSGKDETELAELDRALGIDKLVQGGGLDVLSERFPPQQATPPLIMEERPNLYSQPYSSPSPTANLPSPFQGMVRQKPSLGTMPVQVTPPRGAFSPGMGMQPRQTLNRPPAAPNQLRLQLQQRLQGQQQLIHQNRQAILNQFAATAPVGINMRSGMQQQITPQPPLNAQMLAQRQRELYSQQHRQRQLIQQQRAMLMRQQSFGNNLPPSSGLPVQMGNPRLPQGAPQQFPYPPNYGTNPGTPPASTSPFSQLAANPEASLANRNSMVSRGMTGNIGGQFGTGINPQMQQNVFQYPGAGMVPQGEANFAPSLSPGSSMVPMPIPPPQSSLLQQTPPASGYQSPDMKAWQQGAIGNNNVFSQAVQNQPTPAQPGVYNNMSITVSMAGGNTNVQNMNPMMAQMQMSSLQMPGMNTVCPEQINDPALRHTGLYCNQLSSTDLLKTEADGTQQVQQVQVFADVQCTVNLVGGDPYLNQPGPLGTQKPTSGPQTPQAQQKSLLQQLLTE
Shn3 inh set2: inhibitors of Schnurri-3 3'UTR reporter in osteoblasts; Clone20 osteoblast Shn3 3'UTR firefly luciferase, 24 h; inhibition, % at 12.5 µM; hit rate 0.52% among 360,000;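 active = mean inhibition of at least 75% with every replicate also reaching 75%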;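 also: 0% = median of neutral control wells and 100% = pilot-screen positive control compound; some compounds past the cut are filed as inactive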
TROY signal inh: inhibitors of TROY-dependent NF-kB signaling | Q293 LMP1-TROYcd NF-kB luciferase reporter, 4 h | hit rate 0.98% among 360,000 | inhibition, % at 10 µM | AID 1347056;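 active = compounds whose plate-normalised and pattern-corrected inhibition of the luciferase reporter signal at the single screening dose is 50% or more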
COUP-TFII inh: blocks human COUP-TFII nuclear receptor; HEK293T NGFI-A luciferase reporter, luminescence; inhibition, % at 8.6 µM; hit rate 0.7% among 370,000;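 active = inhibition above a per-plate cutoff, mean inhibition of test wells between control levels plus 3 SD, cut at about 38% in these data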;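 also: cells cotransfected with COUP-TFII expression vector driving the NGFI-A reporter; 0% = median of COUP-TF2 test wells and 100% = reporter-only cells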
EBV LMP1 NFkB: inhibitors of Epstein-Barr LMP1-induced NF-kappaB reporter. LMP1-induced NF-kappaB luciferase reporter cells, luminescence. inhibition, % at 12.5 µM. hit rate 0.69% among 350,000; in the data active = inhibition above about 41%;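 also: 0% = neutral control wells and 100% = reference inhibitor control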
Numbers without * were called inactive; nt = no result given. These rows are one share of the data; the hit share may differ from the screen's.

SMILES	TWEAK Fn14 block	NCOA3 inh	KKLEB cytotox	C8 TRAIL sens	CF NFkB inh	LRH-1 inv ag	NCOA1 inh	Shn3 inh set2	TROY signal inh	COUP-TFII inh	EBV LMP1 NFkB
CCn1nc(C)c(C2C(C#N)=C(N)OC3=C2C(=O)CCC3)c1C (stereo unspecified)	16.0	12.5	5.0	-2.1	-10.2	10.8	-2.0	0.6	9.8	0.8	2.8
NC(=O)c1ccsc1NC(=O)COC(=O)c1ccc(Cl)cc1	0.1	3.5	0.9	6.1	16.7	2.1	-3.5	4.0	-21.3	1.9	-1.0
CN1C[C@@H]2[C@@H]3C(=O)N(Cc4ccccc4)C(=O)[C@@H]3[C@](Cc3ccccc3)(C1=O)N2C(=O)c1ccc(Br)cc1	18.6	1.6	-14.4	-2.5	-15.0	-6.4	-14.4	-8.6	1.3	5.2	2.8
CCC1CCCCN1CCCNC(=O)Cn1cnc2sc(C)c(S(=O)(=O)N3CC(C)CC(C)C3)c2c1=O (stereo unspecified)	12.5	26.4	-19.6	-2.8	5.6	19.2	10.7	3.1	-5.1	nt	-4.6
O=C(NCc1ccccn1)[C@@H]1C[C@H]1[C@@H](NP(=O)(c1ccccc1)c1ccccc1)c1ccccc1	10.0	11.8	-4.5	10.3	19.3	-1.3	7.7	-1.9	1.1	6.6	-10.5
Cc1cccc(OCc2nnc(SCC(=O)N3CCc4ccccc43)n2C)c1	6.9	-2.4	-0.1	1.0	6.6	-5.9	0.7	7.0	-13.0	10.8	-0.3
CCOC(=O)c1cccc(NC(=O)CSc2nnc(-c3ccncc3)n2CCCOC)c1	17.0	4.0	8.2	12.5	15.5	10.7	6.2	-1.3	1.2	7.7	0.5
COc1ccccc1Oc1nc(-c2ccccc2)cc(C)c1S(C)(=O)=O	0.7	6.5	5.5	-13.4	-10.6	12.6	-9.4	-3.4	17.2	6.3	-14.7
COc1ccc(C2Nc3cccc4cccc(c34)N2)cc1Br	12.8	-4.1	7.7	-5.7	-0.1	2.3	-9.8	-2.5	-15.4	12.8	-0.4
Cc1ccc2nc3[nH]c(=O)[nH]c(=O)c3c(N)c2c1	-25.1	1.2	-3.6	-10.7	-72.9	2.6	2.1	5.2	-8.9	-6.7	21.4
CCN1CCN(c2nc3ccccc3nc2C(C#N)S(=O)(=O)c2ccc(C)c(C)c2)CC1 (stereo unspecified)	-7.4	8.5	6.5	-1.0	-7.5	0.9	-5.2	0.8	18.3	-10.3	-7.5
Cc1ccc2c(C(=O)CN3CCSCC3)c(C)[nH]c2c1	5.2	9.7	-14.3	-15.3	12.8	0.6	-7.0	-12.1	-0.4	-1.4	-5.1
O=C(c1ccc(O)c(Cl)c1)N1CCN(S(=O)(=O)c2ccccc2)CC1	-7.5	21.2	10.6	-4.9	-0.9	5.6	-2.3	-1.7	10.5	-9.7	1.5
COC(=O)CCC(=O)NC(=S)Nc1ccc(S(=O)(=O)Nc2cc(C)on2)cc1	17.2	10.6	5.1	6.0	12.0	10.7	-18.2	-5.8	-20.7	7.5	1.0
CCN(CC(=O)Nc1ccc(NC(C)=O)cc1)C(=O)C1CCN(C(=O)c2ccccc2C)CC1	1.8	13.2	5.9	-8.4	16.4	-17.7	-22.7	1.2	1.8	-5.1	-2.4
COC(=O)c1c(N)[nH]c(C(=O)c2ccccc2)c1-c1ccc(Cl)cc1	0.9	nt	nt	-13.0	nt	-15.2	nt	nt	17.7	13.3	nt
O=C1NC2(O)C(=O)c3ccccc3C2(O)N1 (stereo unspecified)	6.1	-8.0	-6.8	-10.0	4.9	-2.6	10.6	-24.4	12.6	3.8	0.3
Cc1ccc(NC(=O)C2CCCN2S(=O)(=O)c2ccc3c(c2)CCC(=O)N3)cc1Cl (stereo unspecified)	-12.6	-4.9	9.3	10.6	-6.8	9.8	-0.1	7.0	0.5	-7.9	-3.2
CCCCC(=O)O	-30.3	-11.6	6.3	-9.9	-30.1	25.4	-22.8	19.8	-11.8	nt	nt
Cc1cccc(NC(=S)N(CCCN2CCOCC2)C(C)c2cc3ccccc3o2)c1C (stereo unspecified)	-3.1	9.0	-4.5	-16.6	16.4	-30.5	5.6	nt	7.7	5.4	8.5
S=c1[nH]ncn1NCc1cccc(Br)c1	-20.2	18.7	19.4	-13.1	-3.9	-1.3	7.2	nt	4.1	-1.1	nt
CC(=C/c1ccccc1)/C=N/n1c(-c2ccco2)n[nH]c1=S	-24.8	15.0	14.3	-0.7	8.6	11.7	-4.7	-106.7	-0.7	5.3	2.9
COc1ccccc1NC(=O)Cc1nnc(SCC(=O)NC2CCCCC2C)n1C (stereo unspecified)	4.1	-5.4	-6.4	7.8	13.6	21.1	-15.8	10.3	8.5	-14.7	-3.2
Cn1c(SCc2ccc(C#N)cc2Cl)nc2ccccc21	-23.1	-31.0	-9.2	18.7	-10.9	-83.4	-69.8	-12.2	-47.3	-40.2	-45.1
Cc1ccc(C(=O)OCC(=O)Nc2cccc(S(=O)(=O)N3CCOCC3)c2)o1	8.9	-15.5	-12.5	6.7	11.0	-10.4	-16.0	-6.5	-8.9	-5.0	-2.6
CC(=O)c1cccc(NC(=O)N2CCCc3ccccc32)c1	33.9	-1.4	-0.3	-11.1	-19.3	4.0	-27.9	2.0	18.7	9.7	-18.1
CC(=O)c1cccc(NC(=O)C2CCCN(S(=O)(=O)c3cccc4nonc34)C2)c1 (stereo unspecified)	-2.4	-11.2	5.5	-21.6	0.9	-15.2	12.3	14.5	13.4	-4.8	-2.3
COc1ccc(C2CC(c3cccs3)=NN2C(=O)CCl)cc1OC (stereo unspecified)	49.0	27.6	-10.7	95.6*	36.1	20.2	21.2	49.4	-52.8	-5.5	-5.5
CCCn1cc(S(=O)(=O)c2ccc(C)cc2)c(=O)c2cc(OCC)ccc21	10.8	7.2	6.4	-4.2	12.0	12.2	6.6	-4.5	-22.8	3.3	2.5
CCN(CC(=O)NCc1cccs1)CC(=O)Nc1c(Cl)ccc(C)c1Cl	-13.9	-4.8	10.0	-3.1	-10.0	-7.9	10.3	13.7	-3.9	9.7	1.2
O=C(c1ccc(S(=O)(=O)Nc2ccccc2F)cc1)N1CCN(c2ccccc2O)CC1	3.2	-21.7	-7.1	-11.7	-2.5	-8.4	5.8	-10.8	-26.3	3.4	-0.1
Cn1cc(S(=O)(=O)CC(=O)Nc2ccc(Br)cc2)c2ccccc21	-12.4	6.5	-7.9	-2.0	14.7	-2.0	-3.5	-4.3	-3.1	-0.6	-4.4
CCOc1ccc(NC(=O)c2ccc(CSc3nnnn3C)cc2)cc1	-11.9	-0.7	2.5	8.1	0.5	-52.4	-29.6	-23.9	-30.8	5.2	-3.7
CCOCCc1nnc(NC(=O)C2CC(=O)N(c3ccc(OCC)cc3)C2)s1 (stereo unspecified)	29.1	-3.9	-0.7	7.5	5.9	3.5	-0.6	6.0	-12.3	5.7	-1.7
COc1ccc(CCNC(=O)CSCc2ccc([N+](=O)[O-])cc2)cc1OC	-10.5	9.7	-6.5	19.3	-14.9	19.7	-18.1	-4.3	7.9	-18.8	-1.0
COc1ccc(-c2nc(CS(=O)CC(=O)NCc3ccc(C)cc3)c(C)o2)cc1OC (stereo unspecified)	-0.4	5.8	3.0	-5.2	-9.0	0.7	3.5	5.7	5.1	nt	nt
CCOC(=O)c1c(NC(=O)CSc2nnc(Cc3ccccc3)o2)sc(C)c1C	-2.2	15.6	3.8	-0.3	-12.9	11.2	-8.1	-8.1	7.0	-0.4	-0.3
O=C(CCc1nnc2ccc(N3CCCC3)nn12)Nc1cc(F)ccc1F	-5.8	-8.4	1.8	-2.4	-1.1	14.2	-1.9	6.1	21.2	8.0	-1.8
CCN(C(=O)CSc1nc2scc(-c3ccccc3)c2c(=O)n1C)C1CCS(=O)(=O)C1 (stereo unspecified)	-26.2	8.7	-22.7	-13.9	18.8	-2.2	-8.3	11.8	-29.7	9.9	7.2
O/C(=C\c1ccc2ccccc2n1)c1ccc(O)cc1O	29.6	-78.2	-8.8	65.7*	-76.7	-93.3	-78.2	-20.7	-10.3	-56.1	-35.2
CCOc1ccc(NC(=O)c2ccc(Br)o2)c([N+](=O)[O-])c1	-5.7	-9.9	-2.6	8.8	-5.0	-2.6	-19.2	-15.2	-70.7	-9.4	-10.2
O=C(Nc1nc(-c2ccc(S(=O)(=O)N3CCCCCC3)cc2)cs1)c1ccccc1	69.7*	28.6	4.8	34.4	9.4	10.8	26.2	65.5	45.3	54.5*	26.6
CC(=O)c1cccc(NC(=O)CC2CCCC2)c1	5.1	-11.0	-13.6	7.6	15.5	-16.8	-23.2	-16.4	9.1	11.1	4.2
Cc1ccc(S(=O)(=O)N2CCN(C(=O)C(F)(F)F)C2c2ccc(N(C)C)cc2)cc1 (stereo unspecified)	5.2	-16.1	11.4	-0.7	-12.2	14.6	-18.6	-8.3	-18.1	-14.8	-2.6
C[C@H](O)[C@@H]1C(=O)N2CCc3c([nH]c4ccccc34)[C@@H]2C[C@@H]1N(C)C(=O)NC1CCCCC1	-12.2	-9.6	-1.0	2.2	-3.2	-7.9	-30.0	10.8	-3.5	-3.9	2.8

Ordered by value in TWEAK Fn14 block (high to low): 3 of the compounds above.
SMILES	TWEAK Fn14 block
O/C(=C\c1ccc2ccccc2n1)c1ccc(O)cc1O	29.6
COc1ccc(-c2nc(CS(=O)CC(=O)NCc3ccc(C)cc3)c(C)o2)cc1OC (stereo unspecified)	-0.4
CCOc1ccc(NC(=O)c2ccc(Br)o2)c([N+](=O)[O-])c1	-5.7

Next section.
SMILES	TWEAK Fn14 block	NCOA3 inh	KKLEB cytotox	C8 TRAIL sens	CF NFkB inh	LRH-1 inv ag	NCOA1 inh	Shn3 inh set2	TROY signal inh	COUP-TFII inh	EBV LMP1 NFkB
Cc1nnc(NC(=O)CN2CC(C)OC(C)C2)s1 (stereo unspecified)	-7.9	-12.4	16.8	-3.3	-4.9	-9.5	-13.1	1.0	1.0	-12.7	-14.3
O=C(OCC1CC(c2ccccc2)=NO1)c1ccco1 (stereo unspecified)	-18.3	3.9	-6.9	-5.2	1.5	4.0	-18.8	-0.7	-56.0	-3.8	-5.6
CC(OC(=O)C1CCCC1)C(=O)Nc1ccc(C(N)=O)cc1 (stereo unspecified)	8.3	8.6	5.1	-4.7	-29.7	15.2	-4.0	12.8	-5.9	15.0	-6.5
Cc1cccc(C)c1NC(=S)NCCSc1ccc(Cl)cc1	-30.8	3.6	1.0	-3.7	-10.0	13.9	0.9	11.1	6.7	11.3	-5.4
CCOC(=O)C1(CCOC)CCN(C(=O)c2sccc2C)CC1	-3.7	7.8	-6.7	-5.5	20.2	-3.0	-8.1	nt	5.3	-13.2	-0.2

From PubChem
